phage Ecoli inh: growth loss of phage-infected E. coli, primary screen, RecBCD inhibitor project, absorbance, with phage, HTS | inhibition, % at 11.9 µM | 360,000 tested, 0.26% active | AID 651602, 2012; in the data active = inhibition above about 11%
Pemphigus Ab inh: inhibitors of pemphigus antibody binding to DSG3, primary screen, biochemical, bead-based, flow cytometry, scFv-GFP; Desmoglein-3 (Homo sapiens), P32926; DSG3-coupled beads, scFv-anti-DSG3-GFP binding; hits give low values; binding (percent of control), % at 10 µM; 310,000 tested, 0.48% active; AID 588358, 2011;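 active = binding more than 3 SD below its plate's average and above zero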;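 also: hits lower antibody fragment binding to DSG3; some compounds called inactive have numbers as strong as hits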
PKA-R1A activ: activators of PKA-R1A holoenzyme, primary screen, biochemical, fluorescence polarization, Cy5-IP20, bovine R1A, mouse PKAc. cAMP-dependent protein kinase type I-alpha regulatory subunit (Bos taurus) + …. PKA-R1A dissociation; scaled: DMSO 0%, 113 µM cGMP 100%. activation, % at 11.4 µM. 340,000 tested, 0.083% active. AID 504707, 2011;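 active = percent activation above the mean of all tested compounds plus 3 SD, cut at about 19% in these data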;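 also: higher means more PKAc released from R1A so a rise in polarization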
The depositor's hits bear a star.

Order of values – phage Ecoli inh	Pemphigus Ab inh	PKA-R1A activ
- CS(=O)(=O)c1ccc(C2=C(CNC(=O)c3nccs3)[C@H]3CC[C@@H](C2)N3Cc2ccco2)cc1
 : 2.3	104	-3
- CCCOc1ccccc1OCC(=O)N1CCN(CC(=O)N2CCOCC2)CC1
 : 4.3	100	0
- COC(=O)C1=C(c2ccccc2OCc2ccccc2)C[C@@H]2CC[C@H]1N2C
 : 0.1	99	-14
- C[C@H](CO)N1C[C@H](C)[C@@H](CN(C)C(=O)Oc2ccc3ccccc3c2)OCc2cn(nn2)CCCC1=O
 : 3.8	101	-2
- COC(=O)C12CCc3cc(OC)ccc3C1=CC(=O)C2 (stereo unspecified)
 : 0.2	107	5
- O=C(CCN1CC=C(c2ccccc2)CC1)NCc1ccccc1
 : 2.3	99	2
- FC(F)(F)c1cccc(NC2=NCCS2)c1
 : 4.6	108	2
- O=c1c2ccccc2[nH]c(=S)n1-c1cccc(C(F)(F)F)c1
 : 0.1	104	-7
- O=c1c2ccccc2[nH]c(=S)n1-c1cccc(Cl)c1
 : 1.1	104	5
- CS(=O)(=O)c1ccc(C2=C(CNC(=O)c3ccc([N+](=O)[O-])cc3)[C@H]3CC[C@@H](C2)N3CCOc2ccccc2)cc1
 : 3.2	108	0
- Cc1ncoc1C(=O)NCC1=C(c2ccc3ccccc3c2)C[C@@H]2CC[C@H]1N2Cc1ccco1
 : 1.2	111	-10
- COC(=O)C1=C(c2ccc(OCc3ccccc3)cc2)C[C@@H]2CC[C@H]1N2C(=O)NCc1ccc(F)cc1
 : 0.4	114	-18
- COc1ccc(CN2CCN(C(=O)Cc3ccccc3)CC2)cc1OC
 : 3.0	101	-4
- CC(Cc1ccc(O)cc1)NCC(O)c1ccc(O)c(O)c1 (stereo unspecified)
 : 1.1	98	-7
- CN(C)C1CCc2[nH]c3c(F)cc(F)cc3c2C1 (stereo unspecified)
 : 7.1	102	5
- O=C(NC(=S)N1CC1)c1ccccc1
 : 0.3	107	2
- COC(=O)C1=C(c2ccc(OCc3ccccc3)cc2)C[C@@H]2CC[C@H]1N2C
 : 2.2	102	7
- Cc1ccccc1C(=O)N1Cc2ccccc2-n2nncc2C1
 : 3.6	101	1
- COc1ccc(C(SCC(NC(=O)OCc2ccccc2)C(=O)O)c2ccc(OC)cc2)cc1 (stereo unspecified)
 : 3.5	107	7

Four of the compounds above, with bars between the fields.
compound | phage Ecoli inh | Pemphigus Ab inh | PKA-R1A activ
O=C(NC(=S)N1CC1)c1ccccc1 | 0.3 | 107 | 2
COC(=O)C1=C(c2ccc(OCc3ccccc3)cc2)C[C@@H]2CC[C@H]1N2C | 2.2 | 102 | 7
Cc1ccccc1C(=O)N1Cc2ccccc2-n2nncc2C1 | 3.6 | 101 | 1
COc1ccc(C(SCC(NC(=O)OCc2ccccc2)C(=O)O)c2ccc(OC)cc2)cc1 (stereo unspecified) | 3.5 | 107 | 7

Profiles as entered above. Order of screens: phage Ecoli inh | Pemphigus Ab inh | PKA-R1A activ
Shown for COC(=O)C1=C(c2ccccc2OCc2ccccc2)C[C@@H]2CC[C@H]1N2C = 0.1 | 99 | -14
Shown for O=C(NC(=S)N1CC1)c1ccccc1 = 0.3 | 107 | 2
Shown for O=c1c2ccccc2[nH]c(=S)n1-c1cccc(C(F)(F)F)c1 = 0.1 | 104 | -7
Shown for Cc1ccccc1C(=O)N1Cc2ccccc2-n2nncc2C1 = 3.6 | 101 | 1

The list is partial; rates above refer to the full screens.
